CAL PDZ inh: inhibitors of human CAL PDZ peptide binding; Q9HD26; purified CAL PDZ, TMR-peptide fluorescence polarization, 1 h; inhibition, % at 20 µM; actives 0.02% (n = 330,000); AID 504414;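 active = highest replicate inhibition of at least 40%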;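 also: plate controls were DMSO neutral control wells for no effect and unlabeled competitor peptide control wells for full effect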
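material = purified tagged CAL PDZ domain construct (CerCALP) | compound dosing = 20 µM, one dose | times = 1 h at RT | measured by = fluorescence polarization from S- and P-plane intensities, G-factor corrected | read-out = inhibition from polarization loss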
DAGLB inh: diacylglycerol lipase beta (human) inhibition; HEK293T DAGLB membrane lysate, EnzChek fluorogenic substrate; inhibition, % at 5.17 µM; actives 0.059% (n = 340,000); in the data active = inhibition above about 34%;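 also: 0% = enzyme with vehicle and 100% = wells lacking enzyme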
Target sequence (Q8NCG7 whole entry, looked up): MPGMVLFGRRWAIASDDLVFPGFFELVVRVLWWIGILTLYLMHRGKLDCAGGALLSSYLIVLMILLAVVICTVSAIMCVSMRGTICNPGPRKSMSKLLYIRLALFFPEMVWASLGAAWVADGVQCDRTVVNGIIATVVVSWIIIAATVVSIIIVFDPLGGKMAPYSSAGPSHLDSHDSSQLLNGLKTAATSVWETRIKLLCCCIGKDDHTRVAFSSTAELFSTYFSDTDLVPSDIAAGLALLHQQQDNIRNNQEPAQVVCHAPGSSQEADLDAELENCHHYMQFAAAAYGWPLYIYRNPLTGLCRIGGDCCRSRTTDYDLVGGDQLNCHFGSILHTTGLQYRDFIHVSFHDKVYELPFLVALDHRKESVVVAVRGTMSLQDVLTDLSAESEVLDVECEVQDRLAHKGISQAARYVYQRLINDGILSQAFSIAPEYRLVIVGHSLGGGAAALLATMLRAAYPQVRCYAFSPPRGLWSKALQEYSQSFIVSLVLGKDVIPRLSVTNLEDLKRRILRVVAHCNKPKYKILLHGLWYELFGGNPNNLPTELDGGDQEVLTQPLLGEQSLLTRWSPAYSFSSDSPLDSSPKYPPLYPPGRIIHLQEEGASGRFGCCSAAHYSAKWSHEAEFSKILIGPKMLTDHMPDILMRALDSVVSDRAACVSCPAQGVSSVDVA
Rtt109 Vps75: blocks Candida albicans Rtt109/Vps75 acetyltransferase activity; actives 0.16% (n = 330,000); Q5AAJ8; purified Rtt109/Vps75, ThioGlo CoA-SH fluorescence, 4 h; inhibition, % at 34.9 µM;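 active = inhibition of at least 50% in every replicate; inconclusive = best replicate reaches 50% inhibition but some replicates fall short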
Target sequence (Q5AAJ8 whole entry, looked up): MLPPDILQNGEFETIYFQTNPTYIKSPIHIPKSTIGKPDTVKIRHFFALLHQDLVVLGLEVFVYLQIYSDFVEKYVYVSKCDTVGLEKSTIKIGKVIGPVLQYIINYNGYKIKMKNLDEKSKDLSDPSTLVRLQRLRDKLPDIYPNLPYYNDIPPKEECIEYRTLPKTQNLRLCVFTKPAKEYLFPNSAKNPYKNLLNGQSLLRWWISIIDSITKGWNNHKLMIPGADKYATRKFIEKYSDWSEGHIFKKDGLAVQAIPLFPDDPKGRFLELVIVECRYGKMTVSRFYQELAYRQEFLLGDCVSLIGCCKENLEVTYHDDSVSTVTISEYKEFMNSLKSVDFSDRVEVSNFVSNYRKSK
PfHsp90 yeast 2: growth inhibition of yeast expressing Plasmodium Hsp90; S. cerevisiae expressing PfHsp90, BacTiter-Glo ATP, 48 h; yeast lacking PDR1 and PDR3 efflux regulators; inhibition, % at 9.4 µM; actives 0.32% (n = 310,000); AID 504621;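 active = every replicate shows inhibition above about 80%, whatever the replicate mean, limit read from the data; inconclusive = mean inhibition reaches the set limit but some replicate falls short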;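 also: 0% = DMSO neutral controls and 100% = 20 µM radicicol positive controls; yeast relying on Plasmodium falciparum Hsp90 in place of its own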
PvdQ inh: P. aeruginosa PvdQ acylase inhibition. purified PvdQ acylase, fluorescence plate reader. inhibition, % at 10 µM. actives 0.063% (n = 340,000); in the data active = inhibition above about 30%, passing the limit was not always enough; inconclusive = no clear call, values can overlap the other calls;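 also: 0% = vehicle neutral wells and 100% = reference inhibitor wells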
Wnt bcat act: activators of Wnt/beta-catenin signaling; actives 1.2% (n = 300,000); Wnt/beta-catenin reporter cell assay, activator, plate reader; activation, % at 9.35 µM; in the data active = activation above about 30%, passing the limit was not always enough; inconclusive = no clear call, values can overlap the other calls;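 also: 0% = neutral control wells and 100% = positive control wells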
E coli growth: counter-screen for AddAB inhibitors: E. coli growth inhibition; actives 0.27% (n = 330,000); E. coli V3065 growth, OD600 absorbance, 18 h; AID 449728; inhibition, % at 11.9 µM;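 active = inhibition above the campaign's mean inhibition across all tested compounds plus 3 SD, cut at about 9.9% in these data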;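 also: uninfected addAB+ strain grown without phage in ampicillin broth; 0% = DMSO wells and 100% = ciprofloxacin 0.95 µg/ml wells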
Tat transport: blocks Tat-dependent protein export in E. coli | E. coli MC4100 TorA-mCherry Tat export, fluorescence | inhibition, % at 10 µM | actives 0.036% (n = 340,000);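 active = mean replicate inhibition at least 50% and at least half of replicates individually reaching 50%; inconclusive = only one of the two criteria met; inactive = neither criterion met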;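 also: exported cargo escapes ClpAP degradation while cytoplasmic cargo is degraded and loses fluorescence; 0% = median of neutral control wells and 100% = median of NaSCN control wells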
AddAB inh: less growth of phage-infected E. coli with AddAB; inhibition, % at 11.9 µM; actives 0.29% (n = 330,000); E. coli expressing H. pylori AddAB, absorbance growth; AID 435030; in the data active = inhibition above about 12%;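 also: 0% = vehicle wells of infected cells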
phage Ecoli inh: E. coli growth loss with phage present; growth absorbance; inhibition, % at 11.9 µM; actives 0.26% (n = 360,000); in the data active = inhibition above about 11%
An asterisk follows results filed as active; ? = inconclusive; nt = no result given.

1) Cc1ccccc1CNC(=O)c1ccccc1SCC(=O)NCc1ccco1
2) COc1ccc(NC(=O)N[C@@H](Cc2ccccc2)C(=O)NN)cc1
3) CCOC(=O)c1c(NC(=O)Nc2cccc(Cl)c2)sc(C)c1C
4) O=S(=O)(c1ccccc1)N1CCSC1c1ccco1 (stereo not given)
5) COc1ccc(N2C(=NC(=O)C3CCCO3)SC3CS(=O)(=O)CC32)cc1 (stereo not given)
6) COCCC(=O)N1CCC(n2nccc2NC(=O)c2ccccc2C)CC1
entry no.,1,2,3,4,5,6
CAL PDZ inh,-1.8,-1.0,-0.3,-0.3,-3.2,-2.8
DAGLB inh,3,1,-9,-2,-6,0
Rtt109 Vps75,0,-5,2,2,1,-3
PfHsp90 yeast 2,nt,-29,nt,nt,-1,9
PvdQ inh,-5,-17,8,-7,-11,-3
Wnt bcat act,-4,5,-1,nt,0,0
E coli growth,nt,-1.0,-1.7,nt,-0.3,-0.3
Tat transport,-5,-2,-1,1,-7,3
AddAB inh,nt,3.1,-3.7,nt,4.3,0.7
phage Ecoli inh,4.1,0.4,2.8,1.0,0.2,0.9

7) c1ccc2c(c1)ccc1nnc(-c3ccc4c(c3)OCO4)n12
8) Cc1ccc(S(=O)(=O)NCC(=O)N2CCOCCOCCOCCOCC2)cc1
9) CN(C)S(=O)(=O)c1ccc2c(c1)C(CC(=O)O)NC2=O (stereo not given)
10) O=C(CCC(=O)N1CCN(S(=O)(=O)c2ccc(Cl)cc2)CC1)Nc1ccc(Cl)cc1Cl
11) Cc1cc(Cl)ccc1NC(=S)NCCCO
12) CC(=NCc1cccnc1)C1=C(O)c2ccccc2C1=O
entry no.,7,8,9,10,11,12
CAL PDZ inh,-0.2,-0.2,-6.1,-1.8,-3.4,nt
DAGLB inh,1,-1,2,2,1,0
Rtt109 Vps75,6,-8,8,-12,-2,-3
PfHsp90 yeast 2,-20,-7,4,nt,-10,13
PvdQ inh,-2,-2,-6,-11,-2,-12
Wnt bcat act,nt,-1,1,-10,-2,2
E coli growth,4.3,-3.0,-0.8,-1.2,1.3,-2.6
Tat transport,20,2,4,-7,-6,0
AddAB inh,-1.0,5.2,0.8,3.2,2.2,-0.4
phage Ecoli inh,0.6,0.4,2.5,3.0,1.5,1.6

13) O=C(OCc1nnc(-c2ccccc2)o1)c1cc(S(=O)(=O)N2CCOCC2)ccc1F
14) COc1ccc(-c2cc(C(=O)NCC3CCCO3)c3cc(C(C)C)ccc3n2)cc1 (stereo not given)
15) COc1ccc(NC(=O)CCN2C(=O)c3ccc([N+](=O)[O-])cc3C2=O)c(OC)c1
16) CCN(Cc1ccccc1)C(=O)C1CCN(Cc2sccc2C)CC1
17) COc1ccc(C2CC(c3c(-c4ccccc4)c4cc(Cl)ccc4[nH]c3=O)=NN2S(C)(=O)=O)cc1 (stereo not given)
18) Cn1c(-c2csc(-c3cccc(C(F)(F)F)c3)n2)n[nH]c1=S
entry no.,13,14,15,16,17,18
CAL PDZ inh,-0.9,-2.4,-0.4,-0.6,0.1,-1.2
DAGLB inh,-2,-5,0,-1,27,-3
Rtt109 Vps75,7,-3,18,-3,3,3
PfHsp90 yeast 2,6,10,-22,11,-10,-26
PvdQ inh,-18,5,-8,15,-9,-13
Wnt bcat act,0,1,-1,nt,1,0
E coli growth,1.1,-0.2,1.4,-0.3,2.9,0.4
Tat transport,-6,-14,6,-1,2,1
AddAB inh,0.7,1.4,1.7,4.9,-1.3,2.8
phage Ecoli inh,3.0,0.3,2.9,0.9,5.2,1.7

19) O=C(c1cc(-c2ccc(Br)cc2)nc2ccccc12)N1CCN(c2ccccc2O)CC1
20) O=C(O)c1[nH]c2ccccc2c1-c1ccccc1
21) O=C(O)CC(c1ccccc1)N1C(=O)c2ccccc2C1=O (stereo not given)
22) Cc1cc(C)nc(NS(=O)(=O)c2ccc(NC(=O)CCC(=O)O)cc2)n1
23) O=C(Cn1cncn1)NCCC(c1ccccc1)c1ccccc1
24) CCOC(=O)c1[nH]c(C)c(C(=O)NCCc2ccc(OC)cc2)c1C
entry no.,19,20,21,22,23,24
CAL PDZ inh,-1.2,-3.8,1.0,-1.5,-0.4,0.4
DAGLB inh,-3,4,-1,-2,1,-4
Rtt109 Vps75,-2,-1,-3,-26,-2,-7
PfHsp90 yeast 2,6,6,-1,-10,7,-14
PvdQ inh,-5,-14,10,-15,-11,-12
Wnt bcat act,2,nt,0,0,0,-3
E coli growth,-1.1,-0.5,1.2,0.8,0.2,-1.2
Tat transport,2,1,10,0,0,6
AddAB inh,-1.2,0.7,0.8,2.3,0.2,-1.4
phage Ecoli inh,2.5,1.9,-1.3,1.3,1.4,2.4

25) COc1ccc2c(c1)c(=O)oc1cc(OCC(=O)NC3CCCCC3)ccc12
26) Cc1cccc(NC(=O)CCCn2cc([N+](=O)[O-])cn2)n1
27) CCCNC(=O)COC(=O)CCC(=O)c1ccc(F)cc1
28) CC1C(=O)N(c2ccc(S(=O)(=O)N(C)C)cc2)C1(/C=C/c1ccccc1)C(=O)NC1CCCC1 (stereo not given)
29) COc1ccccc1-c1nc(-c2ccccn2)no1
30) CC(=O)c1cc(-c2ccc(F)cc2)n(CC(=O)NCc2cccs2)c1C
entry no.,25,26,27,28,29,30
CAL PDZ inh,-0.3,0.2,-0.1,-3.1,0.2,-1.5
DAGLB inh,2,-4,0,-3,-4,1
Rtt109 Vps75,-7,-3,-2,3,-2,3
PfHsp90 yeast 2,-29,nt,-5,-27,54,-14
PvdQ inh,-13,-3,10,-12,-13,-11
Wnt bcat act,nt,2,nt,-4,-8,0
E coli growth,-3.2,-1.5,1.1,1.5,-0.9,2.9
Tat transport,10,3,1,-2,2,7
AddAB inh,-0.3,-0.9,0.3,0.8,2.0,4.2
phage Ecoli inh,-0.3,0.4,1.1,7.2,2.5,2.1

31) O=C(Nc1nccs1)c1cc(Cl)nc2ccccc12
32) CCc1ccc(C(=O)NC(CCSC)C(=O)O)cc1 (stereo not given)
33) O=C(N/N=C/c1ccc(-c2cccc(C(F)(F)F)c2)o1)c1ccccc1Br
34) CCCCCn1c(CNC(=O)c2cccs2)nc2ccccc21
35) Cc1ccc(C(=O)NNC(=O)C2CCN(c3nccc(C)n3)CC2)cc1
36) Cc1ccc(/C=C/C(=O)OCc2nc(N)nc(Nc3ccccc3C)n2)o1
entry no.,31,32,33,34,35,36
CAL PDZ inh,-1.8,0.0,-2.6,-2.7,-2.7,-0.7
DAGLB inh,-1,-2,-4,-2,0,-2
Rtt109 Vps75,-5,-1,nt,18,-3,-12
PfHsp90 yeast 2,-3,3,-5,-76,14,4
PvdQ inh,-11,-9,9,8,0,-15
Wnt bcat act,3,-3,nt,-7,nt,-4
E coli growth,1.2,0.5,-0.1,-5.2,-0.2,0.0
Tat transport,-7,-11,1,?,2,-4
AddAB inh,-1.9,1.8,-0.3,-3.4,0.4,4.7
phage Ecoli inh,1.7,1.7,0.6,-1.2,3.2,3.8

37) CN(CC(=O)NCCCN1CCOCC1)S(=O)(=O)c1ccc(Br)cc1
38) COc1ccccc1N1CCN(C2CCCN(C(=O)c3cscn3)C2)CC1 (stereo not given)
39) CCOc1ccc(S(=O)(=O)NC2CCCC2)cc1C
40) C=CCN(C(=O)c1csnn1)C(C(=O)NC1CCCC1)c1c(F)cccc1Cl (stereo not given)
41) CC(=O)n1c2ccccc2c2c1c1ccccc1n2C
42) N#C/C(=C\c1cccnc1)C(=O)Nc1ccc(S(N)(=O)=O)cc1
entry no.,37,38,39,40,41,42
CAL PDZ inh,-1.1,-1.9,0.1,0.2,-1.0,-3.5
DAGLB inh,-1,1,-3,1,0,2
Rtt109 Vps75,-8,-6,7,3,-6,-4
PfHsp90 yeast 2,24,6,1,6,6,3
PvdQ inh,-17,-2,0,2,-10,-9
Wnt bcat act,-1,-1,-7,-1,7,-1
E coli growth,-1.2,-2.0,1.1,3.0,-1.6,nt
Tat transport,2,-2,6,15,-3,-8
AddAB inh,-1.9,0.7,5.7,2.9,-2.0,nt
phage Ecoli inh,1.0,3.7,2.7,0.5,1.8,2.0

Compound profiles, from the list above.
N#C/C(=C\c1cccnc1)C(=O)Nc1ccc(S(N)(=O)=O)cc1 is entered as CAL PDZ inh: -3.5; DAGLB inh: 2; Rtt109 Vps75: -4; PfHsp90 yeast 2: 3; PvdQ inh: -9; Wnt bcat act: -1; E coli growth: nt; Tat transport: -8; AddAB inh: nt; phage Ecoli inh: 2.0
CC(=O)n1c2ccccc2c2c1c1ccccc1n2C is entered as CAL PDZ inh: -1.0; DAGLB inh: 0; Rtt109 Vps75: -6; PfHsp90 yeast 2: 6; PvdQ inh: -10; Wnt bcat act: 7; E coli growth: -1.6; Tat transport: -3; AddAB inh: -2.0; phage Ecoli inh: 1.8
CCOc1ccc(S(=O)(=O)NC2CCCC2)cc1C is entered as CAL PDZ inh: 0.1; DAGLB inh: -3; Rtt109 Vps75: 7; PfHsp90 yeast 2: 1; PvdQ inh: 0; Wnt bcat act: -7; E coli growth: 1.1; Tat transport: 6; AddAB inh: 5.7; phage Ecoli inh: 2.7

The listing continues:
43) CCOC(=O)C1(Cc2cccc(F)c2)CCN(C(=O)C2CCOCC2)CC1
44) O=C(/C=C/c1ccc(S(=O)(=O)N2CCOCC2)cc1)NCCCn1ccnc1
45) O=C(Cc1cccs1)N/N=C/c1ccc(OCc2ccccc2)cc1
46) CN(C)C(=O)CCc1ccc2c3c([nH]c2c1)[C@]1(CCc2ccccc2)[C@@H](C(=O)N2CCCCC2)C[C@H](CC(=O)NCc2ccco2)C(=O)N1CC3
47) CC(=O)C(Cc1ccccc1)NC(=O)COC(=O)c1cccc(C)c1[N+](=O)[O-] (stereo not given)
48) Cc1cccc(NC2=C(Cl)C(=O)OC2NC(=O)c2ccccc2)c1 (stereo not given)
entry no.,43,44,45,46,47,48
CAL PDZ inh,-0.9,-0.9,-1.0,-0.8,0.7,-1.3
DAGLB inh,-2,2,0,2,3,3
Rtt109 Vps75,-6,-8,-4,3,4,-1
PfHsp90 yeast 2,5,-1,-21,4,-1,-13
PvdQ inh,-17,-12,2,-20,-1,1
Wnt bcat act,0,4,10,0,-4,nt
E coli growth,0.6,1.6,0.7,-2.0,0.9,3.7
Tat transport,-3,-10,2,4,10,8
AddAB inh,0.5,0.0,3.2,-2.8,3.2,2.1
phage Ecoli inh,2.6,0.8,1.2,2.1,0.9,0.9
